# From PubChem
# NALP1 yeast inh – NALP1 inflammasome inhibitors in reconstituted yeast, colorimetric, S. cerevisiae, triplicate retest; S. cerevisiae NALP1/ASC/caspase-1 growth, X-gal OD620, 72 h; inhibition, % at 10 µM; 280,000 compounds, 0.61% hits; in the data active = inhibition mostly above about 24%, no sharp cut-off; inactive = mostly below about 32%; note: some compounds called inactive have numbers as strong as hits
# VIM-2 inh – VIM-2 metallo-beta-lactamase inhibitors, primary screen, biochemical, epi-absorbance readout, Pseudomonas aeruginosa enzyme; inhibition, % at 5.6 µM; purified VIM-2, nitrocefin hydrolysis, epi-absorbance fluorescence; 290,000 compounds, 0.89% hits; AID 1527, 2009;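 active = inhibition above the mean of all tested compounds plus 3 SD, cutoff set per screening run, cut at about 7.5% in these data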;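 note: red hydrolysis product quenches plate fluorescence so inhibitors raise well fluorescence; 0% = enzyme with DMSO and 100% = DMSO without enzyme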
# PHOSPHO1 inh – PubChem AID 1565. Phosphoethanolamine/phosphocholine phosphatase (Homo sapiens), Q8TCT1. recombinant PHOSPHO1, absorbance phosphatase assay. inhibition, % at 13.3 µM. 290,000 compounds, 1.1% hits; in the data active = inhibition above about 60%
# Target sequence (Q8TCT1 whole entry, looked up): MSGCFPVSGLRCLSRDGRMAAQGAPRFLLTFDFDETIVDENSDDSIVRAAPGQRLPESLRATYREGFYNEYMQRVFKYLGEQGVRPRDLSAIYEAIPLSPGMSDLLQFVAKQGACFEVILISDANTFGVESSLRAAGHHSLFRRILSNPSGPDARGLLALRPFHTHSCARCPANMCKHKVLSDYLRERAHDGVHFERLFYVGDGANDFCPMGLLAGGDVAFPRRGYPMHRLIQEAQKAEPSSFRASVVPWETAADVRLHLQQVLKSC
# IMP-1 inh – IMP-1 metallo-beta-lactamase inhibitors, primary screen, biochemical, epi-absorbance readout, Pseudomonas aeruginosa enzyme. purified IMP-1, nitrocefin hydrolysis, epi-absorbance fluorescence. inhibition, % at 5.6 µM. 290,000 compounds, 0.45% hits;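 active = inhibition above the mean plus 3 SD of all compounds in the same screening run, cut at about 4.5% in these data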;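 note: 0% = IMP-1 with DMSO and 100% = DMSO wells lacking enzyme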
#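 assay system = purified recombinant IMP-1 metallo-beta-lactamase enzyme | schedule = 15 min preincubation plus 25 min reaction at 25 °C | signal = Epi-absorbance fluorescence, 480 nm excitation, 530 nm emission | read-out basis = percent inhibition from optical density relative to buffer-blank wells | controls = IMP-1 with DMSO as 0%, enzyme-free DMSO as 100%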
# M18AAP inhibitor – PfM18AAP inhibitors, malaria aminopeptidase, primary screen, biochemical, QFRET, recombinant enzyme; M18 aspartyl aminopeptidase (Plasmodium falciparum 3D7); H-Glu-NHMec fluorogenic cleavage; inhibition, % at 7.35 µM; 290,000 compounds, 1.2% hits; AID 1822, 2009;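 active = inhibition above the campaign mean inhibition over all tested compounds plus 3 SD, cut at about 28% in these data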;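 note: 0% = plate median of test compound wells and 100% = 2 mM ZnCl2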
# p-CIP stab down – p/CIP-EGFP fusion destabilizers, primary screen, fluorescence, F442A cells. Q05BA5. 16 h. decrease of EGFP signal, % at 10 µM. 290,000 compounds, 0.01% hits;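 active = EGFP signal decrease of at least 30% at 10 µM or well 3 SD below plate mean, unless failing retest; inactive = the rest, including hits failing retest or dose response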; note: some compounds called inactive have numbers as strong as hits; many of its hits are not listed in these tables
# IDE cell activ – human IDE activators in live cells, primary screen, fluorescence polarization, HEK cells, FAbeta-B substrate; 340,000 compounds, 0.073% hits; FAbeta-B cleavage; 0% vehicle, 100% cell-free pure enzyme wells; Insulin-degrading enzyme (Homo sapiens), P14735; AID 493087, 2011; activation, % at 5.96 µM;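 active = activation above the mean of all tested compounds plus 3 SD, set per screening campaign, cut at about 17% in these data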
# IDE inh – human IDE inhibitors in live cells, primary screen, fluorescence polarization, HEK cells, FAbetaB substrate | AID 434962, 2010 | FAbetaB cleavage | 320,000 compounds, 0.41% hits | inhibition, % at 5.59 µM;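 active = percent inhibition above the average of all tested compounds plus 3 SD, set per screening campaign, cut at about 16% in these data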;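 note: IDE supplied by intact live HEK cells; FP after avidin binding of uncleaved biotin substrate so inhibition keeps polarization high; 0% = DMSO wells and 100% = 60 µM reference IDE inhibitor Ii1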
# GPR7 antag – GPR7 receptor antagonists, primary screen, cell-based, fluorescence, single concentration | Neuropeptides B/W receptor type 1 (Homo sapiens), P48145 | 290,000 compounds, 1.1% hits | GPR7-expressing cells, fluorescence antagonist assay | inhibition, % at 4.4 µM | AID 1861, 2009; in the data active = inhibition above about 16%, passing the limit was not always enough;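 note: cells stimulated with the agonist NPW; 0% = agonist with vehicle and 100% = vehicle without agonist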
# Target sequence (P48145 whole entry, looked up): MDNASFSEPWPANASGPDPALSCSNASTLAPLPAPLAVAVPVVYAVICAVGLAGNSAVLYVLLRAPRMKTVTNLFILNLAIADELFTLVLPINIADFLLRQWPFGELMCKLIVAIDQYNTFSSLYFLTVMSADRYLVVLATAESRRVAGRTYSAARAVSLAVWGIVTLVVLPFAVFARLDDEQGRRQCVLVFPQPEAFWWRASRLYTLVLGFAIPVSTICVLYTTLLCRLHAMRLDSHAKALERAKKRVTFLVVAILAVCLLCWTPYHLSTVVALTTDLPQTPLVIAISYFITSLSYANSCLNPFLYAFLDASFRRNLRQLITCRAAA
# * = called active by the depositor; x = no result given. Hits appear at their usual frequency; 5.3% or so of the library scored in one or more.
SMILES,NALP1 yeast inh,VIM-2 inh,PHOSPHO1 inh,IMP-1 inh,M18AAP inhibitor,p-CIP stab down,IDE cell activ,IDE inh,GPR7 antag
CCOC(=O)CCC(=O)c1c(C)oc2ccc(OC)cc12,-7,-0.9,31,1.1,-12,-4,-1,1,-7
CC(NC(=O)CCc1ccccc1)c1cc2c(cc1Cl)OCCO2 (configuration not stated),40,0.0,6,0.4,-5,0,2,4,-3
C=CCOc1ccc(C(=O)O)cc1Cl,33,0.9,20,-2.9,17,14,3,3,-6
O=[N+]([O-])c1ccc(O)c(/C=N/n2cnc3ccccc32)c1,37,-3.1,-6,0.1,1,15,2,-4,-3
Cc1cccc(C#N)c1NC1=CC(=O)CC(C)(C)C1,-19,1.3,-22,-1.7,3,-15,5,-2,-6
O=c1[nH]nc(SCc2nc3ccccc3s2)n1C1CC1,2,-2.9,-26,-1.5,0,4,2,2,4
Cc1cc(NC(=O)CSc2ncnc3c2cnn3-c2ccccc2)no1,-19,-2.2,-5,-2.6,-5,7,6,-4,9
COC(=O)CN1C(=S)N(c2ccc(F)cc2)C(=O)C1CC(=O)Nc1ccccc1 (configuration not stated),1,-4.2,-13,-2.2,3,4,8,0,2
Cc1ccc(-c2cc(C(=O)O)c3ccccc3n2)s1,21,-0.2,35,-2.5,-3,-8,1,x,-6
COc1cccc(-c2cc(C(=O)N3C(C)CCCC3C)no2)c1 (configuration not stated),43*,-2.6,11,-3.8,-2,5,-1,2,-1
COc1ccc(NC(=O)CCCN2C(=O)C3CC=CCC3C2=O)cc1 (configuration not stated),-6,-2.4,x,-2.0,1,-10,2,1,-3
O=C(OCC(=O)N1CCCc2ccccc21)c1ccc(Cl)nc1,20,-2.4,7,-3.2,9,2,0,5,-5
Cc1ccc(NC(=O)CCC(=O)NNC(=O)c2ccccc2)c(C)c1,8,-1.6,12,-3.3,0,11,4,-5,-10
CCOC(=O)CCSc1nc(-c2ccccc2)cc(C(F)(F)F)n1,4,-2.7,13,-0.1,-8,-7,2,4,-15
COc1ccc2oc(C(=O)OCC(=O)Nc3ccccc3)c(C)c2c1,25,2.5,-29,0.1,-8,-56,5,-3,9

# In the list so far, two contain fluorine:
SMILES,NALP1 yeast inh,VIM-2 inh,PHOSPHO1 inh,IMP-1 inh,M18AAP inhibitor,p-CIP stab down,IDE cell activ,IDE inh,GPR7 antag
COC(=O)CN1C(=S)N(c2ccc(F)cc2)C(=O)C1CC(=O)Nc1ccccc1 (configuration not stated),1,-4.2,-13,-2.2,3,4,8,0,2
CCOC(=O)CCSc1nc(-c2ccccc2)cc(C(F)(F)F)n1,4,-2.7,13,-0.1,-8,-7,2,4,-15

# (listing goes on)
SMILES,NALP1 yeast inh,VIM-2 inh,PHOSPHO1 inh,IMP-1 inh,M18AAP inhibitor,p-CIP stab down,IDE cell activ,IDE inh,GPR7 antag
CCC(=O)NCCNC(=O)c1c(SC)nsc1SC,9,-2.5,38,-1.4,-5,-16,0,7,1
CC(C)CCn1c(CN2CCOCC2)nc2c1c(=O)n(C)c(=O)n2C,x,-0.2,-4,0.0,-12,3,7,-4,-1
CCOC(=O)c1sc(C)c2c1NC1(CCCCCC1)NC2=O,-3,-1.9,7,-1.8,-3,-2,3,4,1
O=C(NNC(=O)c1sccc1-n1cccc1)c1ccc(Cl)cc1,32,-3.6,-6,-2.0,0,-11,5,-4,2
O=C(Nc1ccc(C(=O)O)cc1)/C(=C/c1ccc([N+](=O)[O-])cc1)NC(=O)c1ccccc1,-6,-2.5,47,-3.4,-5,-10,5,-2,2
O=C(/C=C/c1ccccc1)NC(NC(=S)Nc1ccc(Cl)cc1Cl)C(Cl)(Cl)Cl (configuration not stated),15,1.2,-2,-1.4,2,2,-5,5,-6
c1ccc(-c2noc(CSc3nnnn3-c3ccccc3)n2)cc1,3,-1.6,17,-1.6,-2,-6,5,0,-14
O=C(/C=C/c1ccccc1)NCCSCc1ccc(Cl)cc1,20,-0.6,1,-0.8,-10,0,0,3,-4
COc1ccc(Cl)cc1C(=O)NCCS(=O)(=O)N1CCN(c2ccccc2F)CC1,10,-1.0,27,-1.2,-9,0,4,0,-11
Cc1ccc(NC(=O)Nc2cnccn2)cc1C,34,-0.3,28,-2.5,-8,4,2,0,-4
O=c1oc(-c2ccccc2)nc2sc3c(c12)CCC3,21,-0.6,-11,0.4,-5,-3,6,2,-4
Cc1ccc(-c2nnn(CC(=O)O)n2)cc1,-9,3.0,31,-1.7,0,-1,0,-4,5
COc1ccc(N2CCN(CCCNC(=S)Nc3c(C)cccc3C)CC2)cc1,-1,-0.8,-13,-3.7,-3,12,6,9,-5
CCc1nnc(NC(=O)CSc2nnc(C3CCCCC3)n2-c2cccc(Cl)c2)s1,-15,-0.7,-29,-3.8,0,-2,2,7,-15
COc1ccc(OCC(=O)NCc2ccc(Cl)cc2)cc1,8,-0.5,3,-1.9,-10,-9,-2,-4,-2
CCOC(=O)c1c(-c2cccs2)csc1NC(=O)c1ccco1,1,-1.9,6,-0.3,0,-3,5,9,7
CCc1ccccc1NC(=O)C1CCN(c2cnccn2)CC1,8,-3.2,16,-1.0,-1,-9,-1,-2,1
O=C(Nc1ccc(S(=O)(=O)Nc2nccs2)cc1)c1ccc(=O)[nH]c1,9,1.4,44,-0.6,-5,1,-1,12,-4
CCOC(=O)c1ccc(NC(=S)Nc2cccc(N)n2)cc1,15,-1.2,6,-3.7,2,-18,3,1,-1
COc1ccc(C(=O)Nc2ccc3ccccc3n2)cc1OC,14,-2.6,8,-3.3,8,4,0,-6,-1
O=C(O)c1cc(S(=O)(=O)Nc2ccccc2Cc2ccccc2)ccc1Cl,-3,1.2,24,-2.7,-5,-11,-2,-3,-18
Cc1ccccc1N1CCN(C(=O)NCc2cccc(Cl)c2)CC1,16,-0.6,6,-0.5,-8,-25,1,-10,-13
CCC(Oc1cc(Cl)ccc1Cl)C(=O)N1CCCN(C)CC1 (configuration not stated),10,-1.7,17,-2.1,-9,-5,4,x,-6
Cn1nnnc1N=N/C(=N/Nc1ccccc1)c1ccccc1,13,-3.8,10,-3.8,15,-13,8,-11,-4
Cc1ccc(N2CC(C(=O)Nc3nnc(SCCC4OCCO4)s3)CC2=O)cc1 (configuration not stated),-15,-1.8,24,-1.7,3,-6,2,2,-6
COc1ccc(NC(=O)CN(c2cccc(F)c2)S(C)(=O)=O)cc1OC,21,-0.8,-10,-3.9,1,1,3,2,0
CN(CC(=O)Nc1ccc(S(=O)(=O)N2CCCC2)cc1)Cc1c(F)cccc1Cl,-12,-3.0,20,-1.4,0,-3,6,1,-6
Cc1cccc(N2CCC(NCc3c(C(=O)N4CCCCC4)nc4c(C)cccn34)CC2)c1,15,-1.3,50,-5.2,4,2,-9,0,4
COc1ccc(OCc2nnc(SCC(=O)N3c4ccccc4Sc4ccc(Cl)cc43)o2)cc1,-7,-3.6,32,-2.5,-3,-2,5,-5,-2
CCC1CCCCN1CC(=O)c1c(C)[nH]c2ccccc12 (configuration not stated),-8,-2.0,7,-4.1,-2,-10,1,0,-8
Cc1ccc(Cn2c(=S)[nH]c3ccc(N4CCOCC4)cc3c2=O)o1,10,-2.8,7,-2.5,18,0,-6,1,-1
O=C1c2cc(Cl)ccc2OC2(CCNCC2)C12CC(c1ccccc1)=NO2 (configuration not stated),x,x,30,x,x,2,-3,8,x
CCOC(=O)C1(Cc2ccccc2)CCN(CC2CC=CCC2)CC1 (configuration not stated),3,-1.1,37,-3.2,1,-26,5,1,14
Cc1nc(C(=O)Nc2ccc(Cl)cc2Cl)nn1-c1cc(OC(C)C)c(Cl)cc1Cl,5,-5.5,-26,-2.9,2,-1,3,5,-16
NC(=O)C1(N2CCCCC2)CCN(c2nc(-c3ccccc3)cs2)CC1,8,-0.2,32,-1.1,-6,2,1,5,-4
COc1ccccc1-c1cc(C(=O)N2CCCc3ccccc32)no1,-6,-0.8,-31,0.0,1,7,0,3,-17
CC(C)c1ccc(N2CC(C)(C)C2=O)cc1,3,-3.2,44,-2.1,4,-10,4,4,-3
O=C(CSc1nnnn1Cc1ccccc1)Nc1ccc2c(c1)OCCO2,20,-2.0,-10,-1.9,7,-10,0,2,3
O=C(CCCC(=O)N(CC(=O)NC1CCCCC1)Cc1ccco1)Nc1ccccn1,-11,0.5,4,-1.2,2,-5,0,-1,-3
Cc1ccc2nc(/N=C(\N)NC(=O)NC3CCCCC3)nc(C)c2c1,26,-3.3,15,-3.1,-13,-14,x,6,9
CCOC(=O)C1=C(CC)OC(N)=C(C#N)C1c1cc(OC)ccc1OC (configuration not stated),7,-3.6,-31,-2.4,-6,5,5,-1,-11
CCC(=O)Nc1ccc(N2CCC(C)CC2)cc1,-3,-1.7,-17,-4.8,9,2,4,1,-3
COc1cccc(/C=N/NC(=O)c2ccc(OCc3cccc(Br)c3)cc2)c1,-7,-3.8,20,0.2,-5,-7,0,7,-2
CC(=O)/C(=N\Nc1ccc(Cl)cc1)Sc1nnc(-c2ccccc2)n1-c1ccccc1,42,-1.0,16,-3.4,6,0,2,4,-13
NS(=O)(=O)c1ccc(N/N=C/c2ccccn2)c([N+](=O)[O-])c1,4,-1.8,12,-3.1,-9,-2,14,-2,-11
COc1cccc2sc(Nc3nc(-c4ccccn4)cs3)nc12,-12,-5.3,28,-3.1,23,-1,-2,10,-6
COC(=O)c1ccc(Cn2nnc3c(=O)[nH]c(C4CCCN(S(=O)(=O)c5ccccc5)C4)nc32)cc1 (configuration not stated),5,-3.7,38,-0.9,-1,-1,4,-3,-2
O=S(=O)(Nc1ccc(OC(F)F)cc1)c1ccc(-c2ccon2)s1,-2,-4.0,16,-2.0,7,-6,2,2,8
O=C(NC1CCCCC1)C(c1ccc(Cl)cc1)N1CCC2(CC1)OCCO2 (configuration not stated),14,-2.2,3,-1.8,-5,-11,4,2,5
CC1CC(OC(=O)CN2CCCCC2)CC(C)(C)C1 (configuration not stated),-31,0.0,37,-2.9,9,0,x,12,-4
CN(Cc1ccccc1NS(=O)(=O)c1ccc(Cl)cc1)C1CCCCC1,-4,-6.7,-6,-3.0,-5,-1,2,-2,14
Cc1cccc(NC(=O)c2ccc(OCC3CCCO3)cc2)c1C (configuration not stated),38,-0.9,1,-1.2,-7,-17,0,2,-3
C/C(N)=C(/C#N)C(=O)COC(=O)c1ccc(NC(N)=O)cc1,x,-0.6,40,-1.5,3,8,7,5,-10
COc1ccc(CCNC(=O)CCOc2cc(C)ccc2C)cc1OC,-10,-2.9,12,-5.3,-4,-8,1,x,1
CCCOc1ccc(C2NC(=O)NC2=O)cc1 (configuration not stated),15,0.2,-23,-3.6,3,2,-6,2,-9
CCN(CC)C(=O)C(Sc1nnnn1-c1ccc(O)cc1)c1ccccc1 (configuration not stated),-16,0.3,19,-2.5,3,-12,0,0,-8
